Source: PubChem BioAssay (Sanford-Burnham Center for Chemical Genomics)
PfG6PD inh: PfG6PD (Plasmodium falciparum) enzyme inhibition; 0.78% of 350,000 active; PfGluPho enzyme, NADPH resazurin-diaphorase fluorescence; inhibition, % at 20 µM;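 active = inhibition reaching at least a set limit at 20 µM in the primary screen, cut at about 59% in these data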;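 note: 0% = DMSO wells with substrate and 100% = DMSO wells lacking glucose-6-phosphate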
SENP8 block: blocks human SENP8 cleavage of Nedd8 substrate; recombinant SENP8, Nedd8 substrate fluorescence; inhibition, % at 20 µM; 0.64% of 360,000 active; AID 602440; in the data active = inhibition mostly above about 40%, no sharp cut-off; inactive = mostly below about 27%
ATG4B inhibitor: inhibitors of human ATG4B cysteine protease; inhibition, % at 8.33 µM; ATG4B cleavage of LC3-PLA2, NBD-HPC fluorescence, 1 h; Q9Y4P1; 0.51% of 340,000 active; in the data active = inhibition above about 40%
MPTP inh: permeability transition pore inhibition | inhibition, % at 10 µM | AID 602449 | isolated mouse mitochondria, Ca2+ swelling absorbance, 30 min | 1.4% of 360,000 active;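 active = inhibition of 50% or more, scaled per plate between neutral and stimulator controls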;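 note: 0% = DMSO wells given calcium and 100% = 1 mM EGTA wells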
SENP7 block: SENP7 protease inhibition. Q9BQF6. recombinant SENP7, Z-RLRGG-aminoluciferin luminescence, 40 min. inhibition, % at 5 µM. 1.5% of 330,000 active;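 active = inhibition above about 50% at the single test dose, limit read from the data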;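 note: plate controls were DMSO with enzyme for no effect and no enzyme buffer wells for full effect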
SENP6 block: blocks the human protease SENP6; Q9GZR1; Recombinant SENP6 catalytic domain, aminoluciferin luminescence; inhibition, % at 10 µM; 1.8% of 330,000 active; AID 2599;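 active = inhibition above about 50% at the single tested dose, limit read from the data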;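 note: plate controls were DMSO wells with enzyme for no effect and DMSO wells lacking enzyme for full effect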
GRIN3A LBD mod: NR3A (human) ligand-binding domain modulation; NR3A LBD differential scanning fluorimetry, Tm shift; 0% = protein alone, 100% = glycine-bound protein; Tm shift relative to glycine control, % at 25 µM; 2.5% of 340,000 active;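 active = melting temperature shift of at least 10% of the positive control shift, at one fixed dose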
HKDC1 inh: HKDC1 (human) hexokinase inhibition; AID 493160; inhibition, % at 20 µM; 0.16% of 340,000 active; Q2TB90; recombinant HKDC1, G6PDH/diaphorase resazurin coupled fluorescence;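 active = inhibition above about 35% when tested at 20 µM, limit read from the data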;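 note: plate controls were DMSO wells with enzyme for no effect and DMSO wells lacking enzyme for full effect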
Target sequence (Q2TB90 whole entry, looked up): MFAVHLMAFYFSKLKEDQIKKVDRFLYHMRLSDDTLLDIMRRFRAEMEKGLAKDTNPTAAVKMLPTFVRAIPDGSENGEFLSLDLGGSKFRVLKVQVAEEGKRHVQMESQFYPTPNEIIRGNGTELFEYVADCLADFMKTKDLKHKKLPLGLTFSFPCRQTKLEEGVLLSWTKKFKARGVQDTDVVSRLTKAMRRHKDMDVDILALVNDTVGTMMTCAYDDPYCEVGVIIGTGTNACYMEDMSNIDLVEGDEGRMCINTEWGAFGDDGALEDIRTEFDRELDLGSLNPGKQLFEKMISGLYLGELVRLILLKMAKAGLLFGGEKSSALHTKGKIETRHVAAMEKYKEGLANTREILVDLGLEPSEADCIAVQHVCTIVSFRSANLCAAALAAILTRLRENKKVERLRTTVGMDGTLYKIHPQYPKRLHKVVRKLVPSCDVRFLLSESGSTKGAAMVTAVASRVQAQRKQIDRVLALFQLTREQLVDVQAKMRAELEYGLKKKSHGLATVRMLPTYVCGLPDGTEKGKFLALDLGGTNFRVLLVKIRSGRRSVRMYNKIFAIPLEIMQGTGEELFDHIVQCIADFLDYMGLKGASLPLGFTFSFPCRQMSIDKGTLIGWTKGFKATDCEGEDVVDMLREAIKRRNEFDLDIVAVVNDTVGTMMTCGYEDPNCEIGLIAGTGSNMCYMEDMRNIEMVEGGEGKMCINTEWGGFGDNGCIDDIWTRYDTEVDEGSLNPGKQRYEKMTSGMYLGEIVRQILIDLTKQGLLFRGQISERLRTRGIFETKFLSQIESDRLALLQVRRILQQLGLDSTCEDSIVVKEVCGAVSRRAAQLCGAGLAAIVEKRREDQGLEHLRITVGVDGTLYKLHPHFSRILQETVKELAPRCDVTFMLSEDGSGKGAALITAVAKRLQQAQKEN
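Test system: recombinant HKDC1 (HK5) hexokinase enzyme, produced in-house; Amount: enzyme 5 µg/mL final; Buffer or medium: Tris pH 8.0 buffer with MgCl2, Tween-20, BSA, BME; Reagent: glucose and ATP substrates; Doses: 20 µM test compound, 1% DMSO; Incubation: 90 min reaction incubation at room temperature, dark; Detection: resorufin fluorescence at 613 nm.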
An asterisk follows results filed as active; . = no result given.

Results follow in this order: PfG6PD inh, SENP8 block, ATG4B inhibitor, MPTP inh, SENP7 block, SENP6 block, GRIN3A LBD mod, HKDC1 inh
Cc1ccc(C(=O)Nc2nnc(-c3ccco3)o2)cc1C
  5.7, 0.0, -0.2, 0.6, -2.1, 12.9, 5.2, -10.2
CCn1cc(S(=O)(=O)Nc2ccc(C)c(Cl)c2)cn1
  2.4, 2.0, -4.4, -1.5, -4.8, 0.7, 0.8, -3.8
COc1cc(C(=O)N/N=C(\C)c2ccc(NC(=O)Cc3ccccc3)cc2)ccc1O
  16.9, -4.6, -8.9, -1.0, -9.3, -7.3, -4.0, 3.7
O=C1C2C3C=CC(C2C(=O)N1C1CCCCC1)C1C(=O)N(C2CCCCC2)C(=O)C31 (configuration not stated)
  2.2, 12.7, -2.2, -0.1, -5.9, -22.5, -8.0, -6.5
COc1ccc2[nH]c3c(=O)n(CCCCC(=O)NCCN4CCCC4)c(=S)[nH]c3c2c1
  52.2, -219.2, -0.9, 0.7, 3.5, 5.9, 0.3, 5.2
CCn1c(SCC(=O)O)nnc1-c1ccc(S(=O)(=O)N2CCCC2)cc1
  -12.2, 9.8, 1.4, -1.0, -2.0, -11.9, 1.3, -6.7
Cc1ccc(-c2cc(C(=O)NCc3ccc4c(c3)OCO4)[nH]n2)c(O)c1C
  5.2, 2.3, 2.7, 61.1*, 2.8, -26.4, 8.2, -4.1
CC[C@@H](C)[C@H](NC(=O)Cc1c(C)c2cc3c(C)coc3c(C)c2oc1=O)C(=O)O
  -3.1, -237.4, -3.0, 1.9, -1.0, 5.1, 5.2, 5.6
O=S(=O)(Nc1nc2ccccc2[nH]1)c1ccc2ccccc2c1
  -0.2, 3.9, -20.9, 0.0, 2.3, -3.7, -0.1, 10.1
Cc1nn(CC(=O)N(C)C2CCS(=O)(=O)C2)c(C)c1[N+](=O)[O-] (configuration not stated)
  6.3, 9.4, 4.3, -1.3, -5.7, -1.1, -0.3, -2.6
COc1ccc2c(c1)CC[C@@H]1[C@@H]2CC[C@]2(C)C(=O)CC[C@@H]12
  22.6, 18.6, -3.5, 0.6, -1.1, 7.5, 1.3, 4.5
CC1CC1C(=O)OCC(=O)Nc1cccc(S(=O)(=O)NC2=NCCCCC2)c1 (configuration not stated)
  -12.3, 22.5, 1.0, 2.4, -5.9, -15.3, -1.7, -10.7
O=C(CCN1CCN(c2ccc(Cl)cc2)CC1)Nc1ccccc1F
  -5.0, 20.3, -5.5, 0.3, 10.4, -21.0, -1.0, 6.9
O=C(NN1CCOCC1)C12CC3CC(CC(C3)C1)C2
  5.5, 15.3, -4.3, 2.2, -3.6, 8.7, -2.0, -4.4
COc1cccc(CN(C)C(=O)c2ccc(NS(=O)(=O)c3ccc4[nH]c(=O)[nH]c4c3)cc2)c1OC
  -17.5, 0.0, -3.8, -2.2, 3.9, -2.3, 3.5, 2.7
COc1ccc(S(=O)(=O)n2cnc3ccccc32)c(C)c1
  0.0, 12.5, -10.1, 1.0, -2.6, 9.2, 4.9, -1.8
CC(N=Cc1cccc(O)c1O)c1ccccc1 (configuration not stated)
  51.3, 81.1*, 17.9, 22.6, -6.8, 26.6, -3.4, 11.1
COc1ccc2nc(NC(=O)c3ccccc3[N+](=O)[O-])sc2c1
  -4.2, 15.2, -2.3, 0.6, -1.2, 11.7, 0.6, -3.4
Cc1ccc(C(=O)N/N=C2\CC3CC=CC23)c(C)c1 (configuration not stated)
  -17.5, 14.6, -1.2, 0.2, -0.7, 5.0, 0.6, -6.5
CCOc1ncccc1C(=O)Nc1cc2c(cc1Br)OCCO2
  10.5, 2.1, 1.3, 1.8, -5.3, -15.1, 0.2, -0.2
COc1cc2c(cc1OC)C(c1ccccc1)N(C(=O)c1cccc(S(C)(=O)=O)c1)CC2 (configuration not stated)
  3.1, 7.1, -3.5, 1.5, -4.0, -22.6, -1.0, -2.9
O=C(COC(=O)c1ccc(S(=O)(=O)N2CCOCC2)cc1)Nc1ccccc1OC(F)F
  -6.1, 13.1, -3.5, -2.7, -2.7, -2.3, 3.9, 0.3
CCN1CCN(C(=O)C2COc3ccccc3O2)CC1 (configuration not stated)
  -1.3, 6.7, -3.1, -0.4, -5.0, -0.5, 1.1, 1.7
Cc1ccccc1-n1cc(-c2ccc(Br)cc2)nc1SCC(N)=O
  20.3, 19.8, 10.7, 2.6, -3.9, -41.7, -1.5, 0.5
COc1ccc(-c2nnc(SCC(=O)NCCc3ccccc3)o2)cc1
  -6.0, 16.6, 9.4, -0.8, -3.5, -12.5, 0.1, 4.2
CC1(C)CCc2nc(SCc3ccccc3)c(C#N)cc2C1
  -1.9, 1.1, -10.0, -0.9, -7.0, -9.4, 0.1, -4.2
O=C(O)c1cc([N+](=O)[O-])ccc1C(=O)Nc1ccccc1
  -7.3, 20.5, 2.9, -0.7, -5.0, -1.7, -3.1, -0.4
CCOC(=O)N1CCC(N2C(=O)c3ccccc3C2Nc2c(C)cccc2C)CC1 (configuration not stated)
  3.0, -4.3, -10.3, 0.5, 6.6, -5.8, -1.1, -6.9
COc1ccc(NC(=O)c2c(N)cnn2C)cc1
  -2.6, 17.9, 5.8, -0.7, -13.3, -21.0, 1.6, -5.4
C[C@H](NC(=O)c1ccccc1Cl)C(=O)OCC(=O)N1CCN(c2ccccc2)CC1
  -2.3, 12.8, 1.1, -1.3, 13.1, -2.8, -0.8, -4.1
COC(=O)N[C@@H]1C[C@H]2[C@@H]3CC[C@H]4C[C@@H](OC)CC[C@]4(C)[C@H]3CC[C@]12C
  -14.1, 3.5, 4.5, 47.7, 3.2, 4.8, -2.4, 4.4
O=C(COC(=O)C12CC3CC(CC(C3)C1)C2)Nc1ccccc1F
  8.4, 21.5, 4.5, 0.7, 2.0, -9.6, 7.7, -2.0
COc1ccc(-c2nn(-c3ccccc3)cc2CN2CCCO2)c(F)c1
  4.0, -6.6, -7.2, -0.2, -3.6, -6.1, -0.1, -7.1
Cc1cc(C)c[n+](CC(=O)c2ccccc2)c1
  -6.5, 19.0, 4.4, 0.8, -1.4, 13.2, 0.0, 2.1
Nc1cc(-c2ccc(Cl)cc2)nn1S(=O)(=O)c1ccccc1
  7.6, 11.1, -0.3, -0.1, -6.2, -4.3, -14.1, -3.1
COC(=O)[C@]1(Cc2ccccc2)N[C@H](c2ccc(-c3ccc(F)cc3)cc2)[C@@H]2C(=O)N(C)C(=O)[C@@H]21
  13.3, -15.2, -15.3, 0.5, -6.5, 6.1, 0.6, 1.6
Cc1ccc(NC(=O)c2cccc(C(=O)Nc3ccc(C)c(C)c3)n2)cc1C
  13.6, 7.5, 1.1, -0.2, -1.2, 14.7, -1.2, -0.6
CNc1nc(OCC#N)nc(N2CCCCC2)n1
  -6.4, 15.9, -2.4, 0.5, 1.0, 6.6, -1.0, 6.5
N#Cc1cc2ccccc2nc1SCc1ccccn1
  -0.7, -10.1, -4.3, -0.6, -1.8, 2.6, -0.2, 3.3
CCC(C)C(N=C1NS(=O)(=O)c2ccccc21)C(=O)N1CCC(C)CC1 (configuration not stated)
  -17.4, 9.3, -5.5, 0.1, 2.1, -7.2, -0.4, -1.9

Record cards, as listed above.
CCC(C)C(N=C1NS(=O)(=O)c2ccccc21)C(=O)N1CCC(C)CC1 (configuration not stated) in the list: PfG6PD inh: -17.4; SENP8 block: 9.3; ATG4B inhibitor: -5.5; MPTP inh: 0.1; SENP7 block: 2.1; SENP6 block: -7.2; GRIN3A LBD mod: -0.4; HKDC1 inh: -1.9
COc1ccc(-c2nn(-c3ccccc3)cc2CN2CCCO2)c(F)c1 in the list: PfG6PD inh: 4.0; SENP8 block: -6.6; ATG4B inhibitor: -7.2; MPTP inh: -0.2; SENP7 block: -3.6; SENP6 block: -6.1; GRIN3A LBD mod: -0.1; HKDC1 inh: -7.1

Next section:
Results follow in this order: PfG6PD inh, SENP8 block, ATG4B inhibitor, MPTP inh, SENP7 block, SENP6 block, GRIN3A LBD mod, HKDC1 inh
O=C(C1CCCCC1C(=O)N1CCCCC1)N1CCCCC1 (configuration not stated)
  -4.9, 6.6, -1.9, -0.5, ., ., -0.2, -3.0
CCOC(=O)C1CCCN(C(=O)c2ccccc2NC(=O)C2=C(C)OCCS2)C1 (configuration not stated)
  2.8, 16.2, -4.9, -0.2, 4.5, 1.9, -0.7, -5.0
Cc1ccccc1C(=O)NNC(=O)c1ccoc1C
  -8.4, 8.6, -7.2, 0.1, -8.2, -6.6, 0.3, -5.8
COc1ccccc1NS(=O)(=O)c1cccc(NC(=O)CCNC(=O)c2ccccc2OC)c1
  2.2, 1.8, -8.3, -0.3, -2.0, -15.0, 0.1, 2.7
CC(=O)N1CCCC(C(=O)c2ccc(Oc3ccccc3)cc2)C1 (configuration not stated)
  -7.6, 6.8, 7.3, -1.0, -10.5, -19.6, 1.3, 5.7
CCOc1ncccc1C(=O)NNC(=O)CSc1ccc(Cl)cc1
  -5.3, 0.2, 3.6, 2.8, 6.1, -2.3, 0.9, -1.4
O=S(=O)(NCCc1cn2ccccc2n1)c1ccc2c(c1)OCCO2
  -0.4, -25.7, 1.4, -0.8, -0.1, -8.4, -5.5, -6.5
CCN1CCN(Cc2nc(N)nc(Nc3ccc(C)c(C)c3)n2)CC1
  -4.7, 14.2, -4.0, -1.9, -0.7, 8.4, 2.4, -5.8
COC(=O)c1ccc(COc2cc(O)c3c(c2)OC(C)(C)CC3=O)cc1
  4.4, 14.6, -7.1, 1.9, -2.8, -18.5, 4.9, -5.1
CCOC(=O)c1cccc(-c2c(-c3ccccc3)ncc3cc(OC)c(OC)cc23)c1
  26.9, -10.8, -17.2, 0.1, -4.6, 2.0, -8.1, 4.5
Cc1cc(O)c(C(C)C)cc1N=Cc1ccccc1[N+](=O)[O-]
  100.9*, 33.5, -6.6, 1.1, ., ., -21.6, 21.3
CCN(CC)C(=O)/C(=C/c1ccc2c(c1)OCO2)NC(=O)c1ccc(Br)cc1
  -5.0, -21.9, -10.2, -0.4, 3.1, -7.8, -1.1, -5.6
COc1ccccc1-c1nc(SC)n[nH]1
  -15.5, -57.2, 1.3, -2.4, -5.3, 13.5, -0.4, -5.3
CN(Cc1ccccc1)c1nc(CN2CCOCC2)nc2scc(-c3ccccc3)c12
  -12.6, 10.3, -5.2, 0.8, 0.6, -21.2, -1.1, 16.2
CCn1c(-c2csc(-c3ccc(Cl)cc3)n2)n[nH]c1=S
  11.1, 0.4, -2.7, 0.6, 2.1, -14.3, 2.3, -1.4
CN(CC(=O)Nc1ccc(N2CCOCC2)cc1)C(=O)c1cc(S(=O)(=O)N(C)C)ccc1Cl
  -2.3, 5.3, 6.9, -1.2, -14.2, -10.3, 1.9, -6.8
O=C(NC1CC1)C1CCN(C2CCN(C(=O)/C=C/c3cccc(F)c3F)CC2)CC1
  14.2, 13.7, -8.7, -1.7, 0.6, -9.0, -2.4, -9.0
Cc1ccccc1/C=C/C(=O)NCC(=O)N1CCC(N(C)C2CCCCC2C)CC1 (configuration not stated)
  -6.7, 12.8, 5.2, -1.1, 6.0, -1.0, -1.4, -6.7
COc1cc(C(N)=O)cc(Cl)c1OC
  -10.2, 0.8, -2.7, -2.6, 1.7, 11.5, -0.8, -12.5
COc1ccc(C(C#N)N2N=C(C)CC2c2ccccc2)cc1 (configuration not stated)
  -5.3, 30.8, -0.7, -1.0, -4.3, 0.2, 1.2, -4.5
CCOC(=O)C1=C(C)N(c2ccccc2)C(=O)/C1=C\c1ccco1
  -1.0, 15.0, 10.3, 2.1, -3.4, 6.8, 8.6, -11.4
CCOc1cc(/C=N/NC(=O)C(=O)NCC2CCCO2)ccc1OCC(=O)N1CCOCC1 (configuration not stated)
  -3.4, -19.0, -1.4, -2.0, 1.8, -0.1, 0.9, 0.5
Cc1nn2cc(-c3ccc(Cl)cc3)nc2s1
  10.0, 11.4, -3.8, -1.4, 86.9*, 81.5*, -1.9, -6.5
CCN(Cc1cc2cccc(C)c2[nH]c1=O)C(=O)c1ccccc1OC
  2.8, -81.9, -0.5, -0.1, -1.5, -10.5, 1.2, -8.8
